RBX1-CUL1 inh: blocks human RBX1-Cullin-1 di-ubiquitin formation. P62877+Q13616. in vitro K48 di-Ub FRET, acceptor:donor ratio, 45 min. inhibition, % at 10 µM. hit rate 0.6% among 140,000. AID 1347404; in the data active = inhibition above about 25%
Target sequence (P62877 whole entry, looked up): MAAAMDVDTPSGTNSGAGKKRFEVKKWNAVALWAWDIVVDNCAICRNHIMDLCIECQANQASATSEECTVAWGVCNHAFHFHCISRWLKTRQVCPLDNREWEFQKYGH
Target sequence (Q13616 whole entry, looked up): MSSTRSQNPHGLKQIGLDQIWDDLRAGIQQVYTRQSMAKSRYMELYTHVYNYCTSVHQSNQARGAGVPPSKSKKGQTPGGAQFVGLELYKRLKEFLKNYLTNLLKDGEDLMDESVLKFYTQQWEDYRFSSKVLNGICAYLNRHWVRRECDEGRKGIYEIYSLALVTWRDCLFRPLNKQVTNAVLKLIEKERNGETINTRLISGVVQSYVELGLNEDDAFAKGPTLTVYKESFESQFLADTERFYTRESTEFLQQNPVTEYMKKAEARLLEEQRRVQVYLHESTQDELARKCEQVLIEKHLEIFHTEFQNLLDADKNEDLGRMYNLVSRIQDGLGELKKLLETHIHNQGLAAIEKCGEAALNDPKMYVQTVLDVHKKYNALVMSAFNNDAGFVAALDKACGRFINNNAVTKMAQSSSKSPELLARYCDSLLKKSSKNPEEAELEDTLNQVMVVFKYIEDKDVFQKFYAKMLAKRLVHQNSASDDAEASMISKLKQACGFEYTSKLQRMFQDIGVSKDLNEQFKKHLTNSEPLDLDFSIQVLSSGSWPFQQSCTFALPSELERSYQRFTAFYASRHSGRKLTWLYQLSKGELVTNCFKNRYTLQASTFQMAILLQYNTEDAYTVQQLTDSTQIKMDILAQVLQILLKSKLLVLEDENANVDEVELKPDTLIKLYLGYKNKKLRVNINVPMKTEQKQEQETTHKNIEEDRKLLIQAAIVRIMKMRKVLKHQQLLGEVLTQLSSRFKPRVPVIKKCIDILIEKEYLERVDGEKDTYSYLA
Active calls of the source: *. Only part of the results is shown. The share of hits here may be higher or lower than overall.

SMILES	RBX1-CUL1 inh
CN1C(=O)C(=Cc2cccc(Cl)c2Cl)C(=O)N(C)C1=O	2
Cc1cccc(C2N3CC4([N+](=O)[O-])CN2CC([N+](=O)[O-])(C3)C4(C)C)c1 (stereo not drawn)	8
CCCc1nn2c(=O)c(NC(=O)c3cccc(C)c3)cnc2s1	7
COc1ccc(-c2nc3n(n2)C(c2ccccc2OC)C(C(=O)Nc2cccnc2)C(C)=N3)cc1 (stereo not drawn)	2
Cc1ccc(NC(=O)CSc2ncnc3sc4c(c23)CCCC4)c(Br)c1	-5
CCOc1ccc(-c2cc(C)nc(-c3ccc(OCC)cc3)c2)cc1	-9
Cc1ccc(-n2c(SCC(=O)Nc3cccc(C)c3)nc3c(oc4ccccc43)c2=O)cc1	-2
Cc1ccc(/C=C2\CS(=O)(=O)c3ccccc3C2=O)cc1	6
C=C(C)C1CC=C(C)/C(=N/NC(=O)COc2ccc(Cl)cc2C)C1 (stereo not drawn)	3
CCOC(=O)c1ccc(CSc2nc(SCc3ccc(C(=O)OCC)o3)c3c4c([nH]c3n2)CCCC4)o1	-1
CO[C@H]1[C@H](NC(=O)Cc2ccccc2)c2ccccc2C12CCN(C(=O)c1cccc(C)c1)CC2	-3
CN1C(=O)/C(=C/c2ccccc2)N(C)C1=S	7
C=CCN(Cc1ccccc1F)C(=O)Nc1ccccc1	6
COc1cc(NS(=O)(=O)c2cc(Br)cc3c2N(C(C)=O)C(C)C3)cc(OC)c1 (stereo not drawn)	6
CCCN1CCC(NC(=O)COc2ccc(F)cc2F)CC1	0
CC(=O)Nc1ccc(Oc2c([N+](=O)[O-])cnc3ccccc23)cc1	-5
O=C(O)c1cc(-c2cn[nH]c2-c2ccc(F)cc2)c2c(ccc3ccccc32)n1	3
COC(=O)c1ccc(NC(=O)CCC(=O)c2ccc(OC)cc2)cc1	-9
COc1cc(C(=O)Nc2cccc(Cl)c2Cl)cc(OC)c1OC	3
N#C/C(=C\c1ccc2c(c1)OCO2)C(=O)NC1CC1	2
Cc1cc(C(=O)N/N=C/c2cccnc2)cs1	1
CCN1CCN(Cc2c(O)ccc3cc(-c4ccc(OC)cc4)c(=O)oc23)CC1	12
COc1cc(C(=O)NN2C(=O)c3ccccc3NC2c2cc(OCc3ccccc3)ccc2Br)cc(OC)c1OC (stereo not drawn)	-19
CCC1CCCCN1C(=O)c1cc(C)ccc1OC1CCN(Cc2ccncc2)CC1 (stereo not drawn)	-1
Cc1c2cnn(CC(=O)O)c(=O)c2c(C)n1Cc1cccc(Cl)c1	-4
CC/C(=N/N=C(/CC)c1ccccc1)c1ccccc1	3
CC(=O)c1ccc(C(=O)N2CCOc3ccc(CN4CCC(OCc5ccccc5)CC4)cc3C2)cc1	9
CN(CCOc1ccccc1)C(=O)Cn1cc(NC(=O)CCC(=O)c2ccccc2)cn1	6
CN(C(=O)Nc1ccccc1)c1ccccc1	-3
Cc1ccc(C2=NN(S(=O)(=O)c3ccccc3)C(c3ccco3)C2)cc1 (stereo not drawn)	2
CCOC(=O)c1cccc(NC(=O)C(CC(C)C)N2Cc3ccccc3C2=O)c1 (stereo not drawn)	-14
Cc1nnc(N2CCOCC2)c2nn(-c3ccccc3)c(C)c12	13
Cc1ccc(-c2csc(NC(=O)c3ccccc3C)c2C(=O)O)cc1	4
CSc1ccc(C2Nc3ccccc3-c3nnc(SC)nc3O2)cc1 (stereo not drawn)	-2
Cc1cccc2c1NC(=O)C21c2c(c3ccccc3oc2=O)OC(=N)C1C#N (stereo not drawn)	-8
CC(Cc1cc(C(=O)NCCc2ccccc2)on1)c1ccccc1 (stereo not drawn)	6
O=C(NCc1ccc(F)cc1)c1cc2c(=O)n3ccccc3nc2s1	-6
COc1cccc2c1OCC(NCCCN1CCOCC1)C2 (stereo not drawn)	-4
C=CCn1c(SCC(=O)NCc2ccco2)nc2sc3c(c2c1=O)CCC3	-8
CC(=O)c1cccc(NC(=O)c2cc(-c3ccc4c(c3)OCCO4)on2)c1	6
O=C1NC(=O)C(C(c2ccc(Br)cc2)C2C(=O)NC(=O)NC2=O)C(=O)N1	2
CCS(=O)(=O)N1CC(=O)N(c2cc(C)cc(C)c2)C(C)(C(=O)NC2CCCCC2)C1 (stereo not drawn)	-3
FC(F)(F)c1c(-c2nnnn2-c2ccccc2)cnn1-c1ccccc1Cl	-3
Brc1ccc(-c2nn3c(-c4ccccn4)nnc3s2)cc1	4
Cc1cc(C)cc(NC(=O)CSc2oc(-c3ccccc3)nc2S(=O)(=O)c2ccccc2)c1	-10
c1ccc(-n2ncc3c2CCCC3NCc2cccn2-c2ncccn2)nc1 (stereo not drawn)	-3
CCc1ccc(-n2c(=O)c3c4c(sc3n(CC(=O)NCCCOC)c2=O)CCC4)cc1	-4
Cc1ccc(N2NC(=O)/C(=C/c3ccccc3OCc3ccccc3)C2=O)cc1Cl	8
Cc1ccc(N(CC(=O)NCCc2ccc(Cl)cc2)S(=O)(=O)N(C)C)cc1	-5
Cc1cc(-c2[nH]nc3c2C(c2cccs2)C(C#N)C(=N)O3)c(C)s1 (stereo not drawn)	17
CCc1ccccc1-n1ncc(-c2nn3c(Cc4ccc(Cl)cc4)nnc3s2)c1C	-8
COc1ccc(Cn2c(SCC(=O)N3CCN(c4ccc(F)cc4)CC3)nc3ccccc32)cc1	-1
COCCCNC(=O)C1CCN(c2cc(C)nc3c(-c4ccc(OC)c(OC)c4)c(C)nn23)CC1	2
CCCCSCCCNC(=O)c1cn(C)c2ccc(S(=O)(=O)N3CCCC3)cc2c1=O	6
CCC1=Nc2cc(C(=O)NCc3ccc(C)cc3)ccc2Sc2ccc(C)cc21	2
CC(=O)c1ccc(NC(=O)C(C)Oc2cc(Cl)c(Cl)cc2Cl)cc1 (stereo not drawn)	4
CCOC(=O)C1=CCCCN1n1c(C(C)C)nc2ccccc2c1=O	-5
Nn1cnc2scc(-c3ccc(Cl)cc3)c2c1=O	5
CC(=O)Nc1ccc(NS(=O)(=O)c2cc3c4c(c2)CC(=O)N4CCC3)cc1	-14
CN(C)c1cc(N/N=C/c2ccc(-c3ccc(C(=O)O)cc3)o2)nc(N(C)C)n1	62*

Three entries from above in a different format.
| RBX1-CUL1 inh | Molecule |
| --- | --- |
| -3 | c1ccc(-n2ncc3c2CCCC3NCc2cccn2-c2ncccn2)nc1 (stereo not drawn) |
| -4 | CCc1ccc(-n2c(=O)c3c4c(sc3n(CC(=O)NCCCOC)c2=O)CCC4)cc1 |
| 8 | Cc1ccc(N2NC(=O)/C(=C/c3ccccc3OCc3ccccc3)C2=O)cc1Cl |

More entries follow.
SMILES	RBX1-CUL1 inh
CCCCc1ccc(-c2cc(C(=O)NCCN3CCOCC3)c3cc(Br)ccc3n2)cc1	1
Cc1cc(C)nc(SCCOc2ccc(C(C)(C)C)cc2)n1	9
CCOC(=O)c1ccc(N=C2S/C(=C/c3ccc(O)c(OC)c3)C(=O)N2CC)cc1	2
Cc1cc(C)n(CCC(=O)Nc2ccc(Cl)cc2)n1	-4
CN(C)c1ncc([N+](=O)[O-])cc1-c1ccccc1	4
C/C=C/C=N/NC(=O)c1nnn(-c2nonc2N)c1CN1CCOCC1	6
CCOC(=O)C1=C(c2ccccc2)N=c2s/c(=C\c3cc(C)n(C4CC4)c3C)c(=O)n2C1c1cccs1 (stereo not drawn)	-6
COc1ccc(S(=O)(=O)c2c(Nc3cccc(C)c3C)sc(C(=O)c3ccccc3)c2N)cc1	-1
Nc1n[nH]c(=S)n1C1CCCCC1	8
CCOc1cc(CNc2cc(C)ccc2C)cc(I)c1OCc1ccccc1	-2
Cc1ccc(C2=NC(C(F)(F)F)(C(F)(F)F)N=C3C(Cl)=CC(Cl)=CN32)cc1	-2
COc1ccccc1OCCn1cc(/C=C2\N=C(c3ccccc3)OC2=O)c2ccccc21	-2
C=C1c2ccccc2NC(=O)N1c1ccc(Cl)c(Cl)c1	4
Cc1ccc2[nH]c(O)c(N=NC(=N)N)c2c1	-4
CC(C)(Oc1ccc(Cl)cc1)C(=O)Nc1ccc(-c2nc3ncccc3o2)cc1	-3
CCOCCCNC(=O)c1[nH]c2cc(OC)ccc2c1Sc1ccccc1	1
Cc1ccccc1NC(=O)CSc1ncn[nH]1	2
O=C(c1cc(Cl)cc(Cl)c1)N1CCc2ccccc21	-1
O=C(NCc1ccc(Cl)cc1)C(=O)NCC(c1cccs1)S(=O)(=O)c1ccc(Cl)cc1 (stereo not drawn)	-8
O=C(NCc1ccncc1)c1cc(Br)cs1	-1
C#CCOc1ccc2ccccc2c1/C=c1\sc2n(c1=O)C(c1ccc(F)cc1)C1=C(N=2)c2ccccc2CC1 (stereo not drawn)	7
O=C(CSC1=Nc2ccccc2N=C(c2ccc(F)cc2)C1)Nc1cc(F)ccc1F	0
CC(=O)N1CCCc2cc(S(=O)(=O)N(C)CC(=O)Nc3ccc(F)cc3Cl)ccc21	-8
N#Cc1cc(Cl)c(Cl)cc1C#N	-4
CC(=O)Nc1ccc2nc[nH]c(=O)c2c1	-11
Oc1ccc(NC(=S)Nc2ccccc2)cc1	-1
Cc1cc(C)cc(N2CC(C(=O)N3CCCC(C)C3)CC2=O)c1 (stereo not drawn)	2
CCn1c(-c2ccc(O)cc2)n[nH]c1=S	-1
CN(c1cccc(NS(C)(=O)=O)c1)S(C)(=O)=O	-2
CCCCN1C(=O)C(O)(CC(=O)c2ccc(C)cc2C)c2cc(Br)ccc21 (stereo not drawn)	6
CCCCNC(=O)CCCCCn1c(=O)[nH]c2ccccc2c1=O	-4
COC(=O)c1c(NC(=O)Cc2coc3ccc(C)cc23)sc2c1CCC2	-6
Cc1ccc(NC(=O)CNc2ccccc2)cc1	-5
COc1cc(OC)c(C2CC(=O)Nc3ccc4ccccc4c32)cc1OC (stereo not drawn)	-2
O=C1C(=O)N(c2nnc(SCc3ccc(Cl)cc3)s2)C(c2cccc(O)c2)C1C(=O)c1cc2ccccc2o1 (stereo not drawn)	-8
COc1ccc(C(=O)C2C(=O)C(=O)N(c3nc(C)c(C(C)=O)s3)C2c2ccc(OCc3ccccc3)c(OC)c2)cc1 (stereo not drawn)	-2
C=CCCOC(=O)n1c(=S)oc2ccccc21	-5
COc1cc(OC)c(OC)cc1/C=C/C(C)=O	4
O=S(=O)(NCCS(=O)(=O)N1CCN(c2cccc(Cl)c2)CC1)c1ccc(F)cc1	-2
Oc1ccc(CNC2CCCc3c2cnn3-c2ccccn2)cc1Cl (stereo not drawn)	8
Cc1ccc(S(=O)(=O)c2cn(CC(=O)Nc3ccc4c(c3)OCO4)c3ccccc3c2=O)cc1	-1
CCOC(=O)c1cnc(SC)nc1NCC(=O)c1ccccc1	6
O=C(CSc1nc2ccccc2nc1Cc1ccccc1F)Nc1cccc(C(F)(F)F)c1	8
COc1ccc(CN2C(=O)CS/C2=N\N=C(/C)c2ccc(OC(C)C)cc2)cc1	2
c1ccc(CCn2c(-c3ccccc3)nc3ccccc32)cc1	-5
CN1CCN(Cc2c(O)ccc3cc(-c4ccccc4)c(=O)oc23)CC1	-2
CN(C)c1ccc(-c2nc(-c3cccs3)c(-c3cccs3)[nH]2)cc1	9
CCC(=O)Oc1c(Sc2ccc(C)cc2)c(C)nn1-c1ccccc1	4
Cc1cc2nc(-c3ccc(C(C)C)cc3)cc(C(F)(F)F)n2n1	-5
O=C1c2ccccc2NC(c2ccc(Cl)cc2)N1c1ccc(Cl)cc1 (stereo not drawn)	-8
CCNC(=O)c1ccccc1NC(=O)c1ccc(OC)c(S(=O)(=O)N2CCCC2)c1	0
CC(=O)N1CCCC(C(=O)c2ccc(Oc3ccccc3)cc2)C1 (stereo not drawn)	5
COCCN1C(=O)CC(CC(=O)NCc2ncccc2C)(c2ccccc2OC)C1=O (stereo not drawn)	8
CCOC(=O)C1(Cc2ccccc2F)CCCN(C(=O)c2ccoc2)C1 (stereo not drawn)	0
CCC(=O)Nc1cccc(Cl)c1Cl	1
COc1ccccc1N=C1c2ccccc2S(=O)(=O)N(C)C1C(=O)c1ccccc1 (stereo not drawn)	-4
C#CCN(CC=C)Cc1cn[nH]c1-c1cc(OC)c(OC)c(OC)c1	-1
COc1ccc(C(=O)Oc2ccccc2/C=N/NC(=O)c2cccc(Cl)c2)cc1	0
CC1=NN(c2ccc(C)c(C)c2)C(=O)C1C(c1ccccc1[N+](=O)[O-])C1C(=O)N(c2ccc(C)c(C)c2)N=C1C (stereo not drawn)	4
Cc1ccc(OCCOc2ccc(/C=C3\C(=N)N4N=CSC4=NC3=O)cc2Cl)cc1	-4
The results go on:
SMILES	RBX1-CUL1 inh
Cc1ccc(/C=N/NC(=O)CCc2ccc(O)c(O)c2)o1	-8
CCCCCC(=O)CC(=O)c1ccc(Br)cc1	3
CCC1CCc2nc3sc(C(=O)Nc4ccc(F)cc4Cl)c(N)c3cc2C1 (stereo not drawn)	-3
O=C(NC(=S)Nc1ccc(Br)c(Cl)c1)C1CC1	-3
C=Cc1ccc(Cn2nc(-c3ccc(C)c(S(=O)(=O)N(CC)CC)c3)ccc2=O)cc1	0

Filtered by structure, the entries above with fluorine.
SMILES	RBX1-CUL1 inh
C=CCN(Cc1ccccc1F)C(=O)Nc1ccccc1	6
CCCN1CCC(NC(=O)COc2ccc(F)cc2F)CC1	0
O=C(O)c1cc(-c2cn[nH]c2-c2ccc(F)cc2)c2c(ccc3ccccc32)n1	3
O=C(NCc1ccc(F)cc1)c1cc2c(=O)n3ccccc3nc2s1	-6
FC(F)(F)c1c(-c2nnnn2-c2ccccc2)cnn1-c1ccccc1Cl	-3
COc1ccc(Cn2c(SCC(=O)N3CCN(c4ccc(F)cc4)CC3)nc3ccccc32)cc1	-1
Cc1ccc(C2=NC(C(F)(F)F)(C(F)(F)F)N=C3C(Cl)=CC(Cl)=CN32)cc1	-2
C#CCOc1ccc2ccccc2c1/C=c1\sc2n(c1=O)C(c1ccc(F)cc1)C1=C(N=2)c2ccccc2CC1 (stereo not drawn)	7
O=C(CSC1=Nc2ccccc2N=C(c2ccc(F)cc2)C1)Nc1cc(F)ccc1F	0
CC(=O)N1CCCc2cc(S(=O)(=O)N(C)CC(=O)Nc3ccc(F)cc3Cl)ccc21	-8
O=S(=O)(NCCS(=O)(=O)N1CCN(c2cccc(Cl)c2)CC1)c1ccc(F)cc1	-2
O=C(CSc1nc2ccccc2nc1Cc1ccccc1F)Nc1cccc(C(F)(F)F)c1	8
Cc1cc2nc(-c3ccc(C(C)C)cc3)cc(C(F)(F)F)n2n1	-5
CCOC(=O)C1(Cc2ccccc2F)CCCN(C(=O)c2ccoc2)C1 (stereo not drawn)	0
CCC1CCc2nc3sc(C(=O)Nc4ccc(F)cc4Cl)c(N)c3cc2C1 (stereo not drawn)	-3

Screening data from PubChem BioAssay.
